Screening results deposited in PubChem by Broad Institute.
ERp5 block: ERp5 (human) disulfide isomerase inhibition; Q15084; ERp5 insulin aggregation, absorbance 650 nm, 90 min; inhibition, % at 9.99 µM; 350,000 compounds, 0.05% hits;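 active = mean replicate inhibition above about 25%, with every replicate also reaching it, limit read from the data, passing the limit was not always enough; inconclusive = only one of those two criteria met; inactive = neither criterion met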
F508del corr: CFTR F508del correction in bronchial cells | CFBE cells, YFP halide quenching; stimulated with forskolin plus potentiator P3; % fluorescence drop versus neutral controls | activity (quench increase), % at 7.58 µM | 350,000 compounds, 0.36% hits;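 active = mean added fluorescence quench of at least 8% versus neutral control, with both replicates also reaching 8%; inconclusive = only one of the mean or replicate conditions met; inactive = mean below 8% and not both replicates reaching 8%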;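 also: cells transiently co-express mutant CFTR-F508del with the halide-sensitive YFP; corrector assay measuring rescue of mutant channel to the surface after 24 h compound exposure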
SIRT5 block: inhibitors of human sirtuin-5 desuccinylase | Q9NXA8 | Purified SirT5, succinyl-peptide AMC, trypsin-coupled fluorescence | inhibition, % at 15 µM | 330,000 compounds, 1.1% hits; in the data active = inhibition above about 15%; inconclusive = no clear call, values can overlap the other calls
miR122 inh: inhibitors of miR-122 in Huh7 cells; Huh7 miR-122 Renilla luciferase sensor, 48 h; neutral wells = 0, positive control = 100; 340,000 compounds, 0.3% hits; activation (reporter increase), % at 12.5 µM; AID 602342;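 active = mean replicate activation score at least 90 and every replicate individually at or above 90; inconclusive = only one of the two criteria met; inactive = neither criterion met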;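 also: higher luciferase means less miR-122 activity so hits act as miR-122 inhibitors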
CASP6 VEID inh: blocks human caspase-6 cleavage activity; purified caspase-6, Z-VEID-R110 cleavage fluorescence; inhibition, % at 12.5 µM; P55212; 350,000 compounds, 0.53% hits;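 active = mean inhibition across replicates at least about 35%, with every replicate also reaching that limit, limit read from the data; inconclusive = only one of the two criteria met; inactive = neither criterion met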;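 also: 0% = median of neutral control wells and 100% = no fluorescence left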
DENV2 CPE: inhibitors of DENV2 cytopathic effect; 350,000 compounds, 1.7% hits; CPE inhibition, % at 9.99 µM; AID 651640; DENV2-infected cells, cytopathic effect rescue, plate reader; in the data active = CPE inhibition above about 20%, passing the limit was not always enough; inconclusive = no clear call, values can overlap the other calls; tested in BHK-21 cells;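 also: 0% = median of neutral control wells and 100% = median of positive control wells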
ERAP1 HTS inh: ERAP1 (human) enzyme inhibition; Q9NZ08; recombinant ERAP1, Leu-AMC fluorescence, 60 min; inhibition, % at 10.7 µM; 340,000 compounds, 0.15% hits; AID 652197;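 active = mean replicate inhibition of at least 30%, or all replicates individually reaching that 30% level; inactive = mean below 30% and not every replicate reaching it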;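 also: 0% = neutral control wells and 100% = L-leucinethiol positive control wells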
Target sequence (Q9NZ08 whole entry, looked up): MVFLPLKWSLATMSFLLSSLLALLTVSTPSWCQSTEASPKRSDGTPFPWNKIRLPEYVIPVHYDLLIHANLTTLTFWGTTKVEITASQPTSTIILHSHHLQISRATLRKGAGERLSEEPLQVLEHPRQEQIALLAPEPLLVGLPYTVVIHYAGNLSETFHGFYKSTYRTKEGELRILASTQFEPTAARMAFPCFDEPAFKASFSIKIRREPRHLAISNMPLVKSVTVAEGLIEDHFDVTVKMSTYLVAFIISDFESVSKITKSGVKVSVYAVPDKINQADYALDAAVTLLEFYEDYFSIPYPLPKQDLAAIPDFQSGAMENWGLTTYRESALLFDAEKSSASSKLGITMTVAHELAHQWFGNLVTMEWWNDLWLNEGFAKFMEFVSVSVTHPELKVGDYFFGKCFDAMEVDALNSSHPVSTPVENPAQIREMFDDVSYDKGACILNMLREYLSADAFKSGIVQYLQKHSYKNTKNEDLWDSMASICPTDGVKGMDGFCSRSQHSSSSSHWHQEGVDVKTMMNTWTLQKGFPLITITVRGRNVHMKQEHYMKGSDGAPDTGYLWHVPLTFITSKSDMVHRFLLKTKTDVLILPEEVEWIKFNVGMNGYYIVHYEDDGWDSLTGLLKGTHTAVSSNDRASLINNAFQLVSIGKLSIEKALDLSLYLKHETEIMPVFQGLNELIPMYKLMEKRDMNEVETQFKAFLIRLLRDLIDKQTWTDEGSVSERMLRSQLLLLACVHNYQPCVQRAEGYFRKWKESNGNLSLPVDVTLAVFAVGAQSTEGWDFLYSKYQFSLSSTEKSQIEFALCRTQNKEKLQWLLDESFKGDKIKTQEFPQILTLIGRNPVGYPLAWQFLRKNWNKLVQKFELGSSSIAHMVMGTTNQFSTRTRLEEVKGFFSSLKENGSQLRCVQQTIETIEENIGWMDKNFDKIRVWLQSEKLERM
An asterisk follows results filed as active; ? = inconclusive; / = no result given; & = joins results of further samples; [ ] = another dose, or the depositor's remark.

1	COc1ccc(CCC(=O)N2CCN(c3cccc(C)c3C)CC2)cc1
2	CO[C@H]1CN(C)C(=O)c2cc(NC(=O)C3CC3)ccc2OC[C@@H](C)N(Cc2cccc(F)c2)C[C@@H]1C
3	O=C(O)Cc1sc(=O)[nH]c1O
4	O=[N+]([O-])c1ccc(NN=Cc2ccccc2)nc1
5	Nc1ccc2oc3ncccc3c(=O)c2c1
6	COc1ccc(NC(=O)CSc2nc(N)c(NC(=O)c3ccccc3F)c(=O)[nH]2)cc1
Compound	1	2	3	4	5	6
ERp5 block	-5	-5	-8	2	-3	5
F508del corr	0.5	1.5	-0.7	1.2	1.6	-3.6
SIRT5 block	-1	1	1	-3	-2	-3
miR122 inh	8	/	-4	/	-6	/
CASP6 VEID inh	0	-6	0	-1	2	-2
DENV2 CPE	9	0	-21	2	0	0
ERAP1 HTS inh	-2	2	3	4	2	3

7	COc1cc(S(=O)(=O)N2CCOCC2)cc(C(=O)OCC(=O)NCc2ccco2)c1OC
8	C#CCOCCOCCOCCNc1nc(N2CCOCC2)nc(N2CCN(C(=O)[C@H](CCCCN)n3cc(CN)nn3)CC2)n1
9	O=C1NN(c2ccccc2)C(=O)/C1=C\c1coc2ccc(O)cc2c1=O
10	COCCNC(=O)C1(C)CCCN(CCSc2ccccc2)C1 (configuration not stated)
11	COCC(=O)Nc1ccc2c(c1)C(=O)N(C)C[C@H](OC)[C@@H](C)CN(C(=O)c1ccccn1)[C@@H](C)CO2
12	COCC(=O)N(C)C[C@H]1Oc2cc(-c3ccc(F)cc3)ccc2S(=O)(=O)N([C@@H](C)CO)C[C@H]1C
Compound	7	8	9	10	11	12
ERp5 block	-3	6	1	5	-6	-1
F508del corr	-4.0	-1.5	-0.1	-4.5	-0.6	-3.7
SIRT5 block	-3	-8	2	/	3	13
miR122 inh	-1	-20	5	1	/	-12[16.7 µM]
CASP6 VEID inh	0	-238	39*	-1	-5	0
DENV2 CPE	14	14	4	1	16	-7
ERAP1 HTS inh	-1	-4	4	3	4	-1

13	Cc1ccccc1NC(=S)NNC(=O)c1ccncc1
14	O=C(O)CC1(CC(=O)Nc2ccc(Oc3cccc(C(F)(F)F)c3)nc2)CCCC1
15	CCOC(=O)c1ccc(NC(=O)c2nccnc2C(=O)O)cc1
16	CS(=O)(=O)c1ccc(C(=O)NNC(=O)c2cccs2)cc1
17	CCNC(=O)C[C@H]1CC[C@H]2[C@@H](COC[C@@H](O)CN2C(=O)Nc2cccc(OC)c2)O1
18	CCOC(=O)CC(N)c1ccc(OC)cc1 (configuration not stated)
Compound	13	14	15	16	17	18
ERp5 block	4	3	-4	0	-3	2
F508del corr	0.5	0.3	2.3	-0.2	2.1	/
SIRT5 block	2	-1	1	-10	2	8
miR122 inh	/	1	-6	-6	-2[16.7 µM]	-6
CASP6 VEID inh	5	0	-1	-1	-1	0
DENV2 CPE	-2	1	-6	7	8	/
ERAP1 HTS inh	-2	-12	-4	-2	-1	-1

19	C[C@@H]1CN([C@H](C)CO)C(=O)CCCn2nncc2CO[C@H]1CN(C)C(=O)NC1CCCCC1
20	Fc1ccccc1/C=N/Nc1nc(N2CCCCC2)nc(N2CCCCC2)n1
21	Cc1noc(C)c1S(=O)(=O)N(C)C[C@H]1OCCCC[C@@H](C)Oc2ccc(NC(=O)NC3CCCCC3)cc2C(=O)N([C@@H](C)CO)C[C@H]1C
22	CCC(=O)N1C[C@@H](C)[C@H](OC)CN(C)C(=O)c2ccc(NC(=O)c3ccc(F)cc3)cc2OC[C@H]1C
23	CCC(C(=O)NCC1CCCO1)N(C(=O)c1snc(C(N)=O)c1N)c1ccc(Cl)cc1 (configuration not stated)
24	COc1ccc(CCNC(=O)CSc2ccccn2)cc1OC
Compound	19	20	21	22	23	24
ERp5 block	-3&-6	5	12	-3	4	0
F508del corr	4.1&0.1	5.8	1.5	0.6	-0.5	1.1
SIRT5 block	1	3	4	-2	7	-2
miR122 inh	0	/	-8[16.7 µM]	4[16.7 µM]	/	/
CASP6 VEID inh	-2&-3	-3	-2	0	0	1
DENV2 CPE	-1&4	1	-9	-5	8	-5
ERAP1 HTS inh	-3&-3	1	-1	1	-5	5

25	Cc1c(Cc2ccccc2)c(=O)n2c([nH]c3ccccc32)c1C#N
26	Cc1ccc(N(CC(=O)NC(C)(C)C)C(=O)CCC(=O)Nc2ccccn2)c(C)c1
27	CCc1cc2c(N[C@@H](Cc3ccccc3)C(=O)O)ncnc2s1
28	CCOC(=O)C1=C(COC(=O)c2cccs2)NC(=O)NC1C (configuration not stated)
29	Cc1cccc(-c2ocnc2C(=O)Nc2ccccc2C(=O)N2CCCC2)c1
30	C[C@H]1CN([C@@H](C)CO)C(=O)c2cc(NS(=O)(=O)c3cn(C)cn3)ccc2O[C@@H]1CN(C)C
Compound	25	26	27	28	29	30
ERp5 block	-2	-1	1	15	-5	-2
F508del corr	-2.4	-0.1	-1.5	-1.3	-0.4	1.5
SIRT5 block	-11	-4	-2	-5	-2	0
miR122 inh	-3	-3	-5	/	/	7[16.7 µM]
CASP6 VEID inh	-1	-3	-1	6	2	0
DENV2 CPE	2	-9	-6	-7	-1	1
ERAP1 HTS inh	-13	-1	3	-2	-1	1

31	O=C(NC1CCCC1)[C@@H]1[C@@H](CO)[C@@H]2Cn3c(ccc(-c4cccnc4)c3=O)[C@@H]2N1CC1CC1
32	O=C(c1ccncc1)N1CC[C@@H]2[C@H](CO)Nc3ccc(-c4ccc(F)cc4)cc3[C@@H]21
33	COC(=O)C[C@H]1CC[C@H]2[C@@H](COc3ccc(NC(=O)c4cnccn4)cc3C(=O)N2C)O1
34	CCCNC(=O)C[C@H]1C[C@@H]2c3cc(NS(C)(=O)=O)ccc3O[C@@H]2[C@@H](CO)O1
35	Cc1cc(C)cc(C(=O)NCC(=O)OCC(=O)N2CCCC2)c1
36	O=C(CCC(=O)Nc1cccnc1)Nc1cccnc1
Compound	31	32	33	34	35	36
ERp5 block	1	2	-4	/	9	-2
F508del corr	1.2	-0.8	0.4	-2.8	-7.1	-1.5
SIRT5 block	0	1	-2	-7	/	-9
miR122 inh	2[16.7 µM]	-7[16.7 µM]	27[16.7 µM]	2[16.7 µM]	-3	/
CASP6 VEID inh	4	0	0	1	-5	2
DENV2 CPE	-2	14	144*	-6	-8	2
ERAP1 HTS inh	2	3	-3	2	2	-2

37	CCOC(=O)c1c(C)[nH]c(C)c1S(=O)(=O)N1CCC(c2ccccc2)C1 (configuration not stated)
38	CCOc1ccc(C(=O)OCC(=O)N2CCOCC2)cc1OCC
39	NCC[C@@H]1CC[C@@H](NC(=O)CCN2CCCCC2)[C@H](CO)O1
40	O=C(NCc1ccccc1CN1CCCC1)C1CCN(C(=O)c2ccc(Cl)cc2)CC1
41	COc1ccc(C2CC(=O)C(c3ccc(C(C)=O)cc3)=CN2Cc2ccccc2)cc1 (configuration not stated)
42	CCN(CC)c1ccc(/C=N/NC(=O)Cc2cccs2)cc1
Compound	37	38	39	40	41	42
ERp5 block	-2	0	-7	2	-2	-1
F508del corr	-3.3	0.2	-0.5	-0.3	-0.3	-0.2
SIRT5 block	-4	-4	-2	-4	0	-1
miR122 inh	6	-1	/	-5	/	3
CASP6 VEID inh	-1	-1	0	-48	-1	-1
DENV2 CPE	-7	-4	3	3	-9	7
ERAP1 HTS inh	-6	-6	-4	-3	0	-2

43	CCSc1nnc(-c2ccccc2SC)o1
44	Cc1ccc(S(=O)(=O)NCC[C@@H]2CC[C@@H](NC(=O)c3ccccn3)[C@@H](CO)O2)cc1
45	COc1cccc(S(=O)(=O)N[C@H]2CC[C@@H](CCN)O[C@H]2CO)c1
46	COc1ccc(C2C(C#N)=C(N)OC3=C2C(=O)CCC3)cc1OC (configuration not stated)
47	CCCC#Cc1ccc([C@@H]2[C@H](CO)N3CCCCN(C(=O)c4ccc5c(c4)OCO5)C[C@@H]23)cc1
48	CNC[C@H]1OCCCC[C@@H](C)Oc2ccc(NC(=O)C3CCCCC3)cc2C(=O)N([C@@H](C)CO)C[C@@H]1C
Compound	43	44	45	46	47	48
ERp5 block	2	-2	6	-7	-3	-5
F508del corr	1.1	1.4	1.9	-1.4	-1.4	-1.1
SIRT5 block	2	-1	1	/	-1	5
miR122 inh	/	/	/	/	5[16.7 µM]	2[16.7 µM]
CASP6 VEID inh	4	1	1	0	1	-1
DENV2 CPE	-3	2	?	0	-2	11
ERAP1 HTS inh	13	-2	-1	14	0	2

3 entries out of the list, ordered by molecular weight, falling:
47	CCCC#Cc1ccc([C@@H]2[C@H](CO)N3CCCCN(C(=O)c4ccc5c(c4)OCO5)C[C@@H]23)cc1
46	COc1ccc(C2C(C#N)=C(N)OC3=C2C(=O)CCC3)cc1OC (configuration not stated)
43	CCSc1nnc(-c2ccccc2SC)o1
Compound	47	46	43
ERp5 block	-3	-7	2
F508del corr	-1.4	-1.4	1.1
SIRT5 block	-1	/	2
miR122 inh	5[16.7 µM]	/	/
CASP6 VEID inh	1	0	4
DENV2 CPE	-2	0	-3
ERAP1 HTS inh	0	14	13

Continuation.
49	C/C(=N\N1CCN(c2ccc(Cl)cc2)CC1)c1cccc([N+](=O)[O-])c1
50	CC(=O)n1c(=O)c2ccccc2c(=O)n1-c1ccccc1
51	CCCNC(=O)N(C)C[C@H]1Oc2cc(C#Cc3cccc(F)c3)ccc2S(=O)(=O)N([C@@H](C)CO)C[C@@H]1C
52	CCC(c1nnnn1CS(=O)(=O)c1ccc(C)cc1)N1CCN(c2nc3ccccc3s2)CC1 (configuration not stated)
53	CCCN(C)C[C@@H]1Oc2cc(-c3cccnc3)ccc2S(=O)(=O)N([C@H](C)CO)C[C@@H]1C
54	COCCNC(=O)c1ccc2c(=O)n(Cc3ccco3)c(SCC(=O)Nc3ccc(OC)cc3OC)nc2c1
Compound	49	50	51	52	53	54
ERp5 block	1	3	-2	2	5	-7
F508del corr	3.1	1.1	2.1	-1.1	-1.4	0.1
SIRT5 block	0	-7	10	-4	5	-5
miR122 inh	-8	-8	16[16.7 µM]	/	-7[16.7 µM]	-3
CASP6 VEID inh	/	-2	2	-4	3	1
DENV2 CPE	-1	3	?	-1	?	9
ERAP1 HTS inh	-7	-5	3	1	0	1

55	O=[N+]([O-])c1ccc(O)c(C=Nc2ccc3c(c2)OCO3)c1
56	CC(c1ccccc1)N1CCC(CNC(=S)Nc2cccc(Cl)c2)C1 (configuration not stated)
57	OC(c1ccccc1)(c1nc(-c2csc3ccccc23)cs1)C(F)(F)F (configuration not stated)
58	C[C@@H]1CN([C@@H](C)CO)C(=O)CCCn2cc(nn2)CO[C@H]1CN(C)C(=O)NC1CCCCC1
59	NS(=O)(=O)c1ccc(Nc2ccccc2)c([N+](=O)[O-])c1
60	Cc1ccc2cccnc2c1N
Compound	55	56	57	58	59	60
ERp5 block	-2	1	-1	-6&7&4	0	2
F508del corr	-2.9	-2.3	0.3	0.8&2.3&5.1	-1.2	-2.1
SIRT5 block	9	1	1	2&-1&-3	-3	-2
miR122 inh	-1	-4	3	-3&-2[16.7 µM]	/	-1
CASP6 VEID inh	-6	-10	1	0&0&9	17	-6
DENV2 CPE	-1	19	0	-3&3&-6	-4	-1
ERAP1 HTS inh	/	-4	1	1&1&0	1	-3

61	Cc1nc2c(ncn2-c2ccccc2)c(=O)n1NC(=O)CN1CCN(C)CC1
62	Cn1c(=O)oc2cc(S(=O)(=O)N3CCCC(C(=O)NCc4ccc5c(c4)OCO5)C3)ccc21 (configuration not stated)
63	CCS(=O)(=O)N1CC2(C1)CN(S(=O)(=O)c1cccc(OC)c1)[C@@H](CO)c1[nH]c3cc(OC)ccc3c12
64	CCc1ccc(/C=C2\SC(=S)N(CCCC(=O)NCCCN3CCOCC3)C2=O)cc1
65	O=C(CSc1n[nH]c(-c2ccccc2Cl)n1)NCc1cccc(C(=O)O)c1
66	CCNc1nc(-c2cc3ccccc3o2)cs1
Compound	61	62	63	64	65	66
ERp5 block	2	2	-2	0	0	-2
F508del corr	-0.4	0.2	2.8	0.5	2.7	-3.3
SIRT5 block	-5	-2	1	-1	-3	6
miR122 inh	/	-5	/	-2	-2	/
CASP6 VEID inh	-5	-1	0	-20	-1	1
DENV2 CPE	4	-3	-4	?	?	2
ERAP1 HTS inh	2	8	1	4	-5	2
